Source: PubChem BioAssay (National Center for Advancing Translational Sciences (NCATS))
DT40 TDP1 CPT: qHTS for Inhibitors of human tyrosyl-DNA phosphodiesterase 1 (TDP1): qHTS in cells in presence of CPT; chicken DT40 Tdp1-/-;hTDP1 cells + 20 nM CPT, ATP luminescence, 48 h; actives 12% (n = 420,000); Potency, µM (doses to about 46.2 µM), inactives show at the top dose activity change, negative = growth inhibition, hits mostly inhibitors; also: nearly all actives have a fitted effect of over 55% in size
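Chicken DT40 Tdp1-/- cells stably complemented with human TDP1 were seeded at 400 cells/well in medium containing 20 nM camptothecin, exposed to pin-transferred compounds, and grown at 37 °C for at least 48 hr. Viability was read as ATP luminescence.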
GCN5L2 inh: qHTS Assay for Inhibitors of GCN5L2 | Potency, µM (highest dose often 58.9 µM), without a hit: top-dose activity change, negative = inhibition, actives largely listed as inhibitors | GCN5L2 HAT assay, ThioGlo1 CoA-SH fluorescence | Histone acetyltransferase KAT2A (Homo sapiens), Q92830 | actives 0.21% (n = 390,000)
Target sequence (Q92830 whole entry, looked up): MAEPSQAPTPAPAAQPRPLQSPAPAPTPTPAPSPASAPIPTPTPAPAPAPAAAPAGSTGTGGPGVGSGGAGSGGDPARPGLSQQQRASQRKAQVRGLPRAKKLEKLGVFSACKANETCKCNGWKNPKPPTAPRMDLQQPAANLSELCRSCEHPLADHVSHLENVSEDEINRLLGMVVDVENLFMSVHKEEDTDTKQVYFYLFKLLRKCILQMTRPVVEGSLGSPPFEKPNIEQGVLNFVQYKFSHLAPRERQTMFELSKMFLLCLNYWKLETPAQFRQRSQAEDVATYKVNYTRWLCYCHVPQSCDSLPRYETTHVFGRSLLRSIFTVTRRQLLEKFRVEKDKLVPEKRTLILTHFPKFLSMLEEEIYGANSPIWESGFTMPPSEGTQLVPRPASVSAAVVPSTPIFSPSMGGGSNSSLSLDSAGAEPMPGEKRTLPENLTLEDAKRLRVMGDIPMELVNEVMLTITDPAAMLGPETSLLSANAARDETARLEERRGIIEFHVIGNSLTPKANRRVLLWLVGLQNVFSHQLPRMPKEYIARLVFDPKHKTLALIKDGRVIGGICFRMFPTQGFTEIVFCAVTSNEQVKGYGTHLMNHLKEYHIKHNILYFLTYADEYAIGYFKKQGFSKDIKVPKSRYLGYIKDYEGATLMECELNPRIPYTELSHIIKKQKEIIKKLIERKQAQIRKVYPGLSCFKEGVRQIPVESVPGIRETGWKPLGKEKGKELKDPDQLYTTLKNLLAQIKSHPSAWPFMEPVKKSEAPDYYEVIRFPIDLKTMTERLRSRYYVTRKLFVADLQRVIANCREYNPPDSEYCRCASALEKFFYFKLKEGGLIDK
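Compounds, pin-transferred from DMSO stocks, meet 20nM GCN5L2 for 15 min before the reaction begins with H3(1-25) peptide (75uM) and acetyl-CoA (70uM). Thiol-reactive ThioGlo1 reports CoA release over 20 min at room temperature.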
DT40 TDP1 no CPT: qHTS for Inhibitors of human tyrosyl-DNA phosphodiesterase 1 (TDP1): qHTS in cells in absence of CPT. actives 15% (n = 420,000). AID 686978, 2013. DT40 Tdp1-/- hTDP1 cells, no CPT, ATP luminescence, 48 h. Potency, µM (series often up to 46.2 µM), for the others: at the highest dose activity change, negative = growth inhibition, most hits filed as inhibitors; also: nearly all actives have a fitted effect of over 55% in size
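Compound effects on proliferation are scored in DT40 Tdp1-/-;hTDP1 cells in the absence of CPT. ATP levels (CellTiter-Glo luminescence) are recorded after a ≥48 hr, 37 °C incubation.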
* hit, by the source's call; ? = inconclusive; . = no result given; & = joins results of further samples; [ ] = remark or other dose. Calls follow the shape of the dose curve; as a rule, active = well fitted curve in the direction sought with a large enough effect; inconclusive = small, poorly fitted or top-dose-only effect, or another doubt; inactive = no such curve, though single readings can be large; an effect the other way counts as inactive or inconclusive. % is scaled to controls: 0 for no effect and ±100 for the full control effect; potency is read from the fitted curve at half-maximal effect. A portion of the library; count on the stated rates, not on these rows.

SMILES | DT40 TDP1 CPT | GCN5L2 inh | DT40 TDP1 no CPT
Cc1ccccc1-c1ccc(CN2CCc3nnc(CNC(=O)c4ccccn4)n3CC2)cc1 | ? | . | ?
C=CCN1CCc2nc(N)sc2CC1 | -23%&-8% | 0%&-10%&1% | -2%&-5%
COc1ccc(Cl)cc1NC(=O)CN(C)C(=O)c1ccc(N2CCCCCC2)c([N+](=O)[O-])c1 | 16µM* | -12% | 23µM*
CC1(C(=O)NS(=O)(=O)c2ccc(Br)cc2)CCN1C(=O)C1CCCCC1 (stereo unspecified) | -15% | . | -15%
CC(NS(=O)(=O)c1cc2c3c(c1)CCN3C(=O)CC2)c1ccccc1 (stereo unspecified) | -7% | . | 1%
COc1c(C=O)c2c(c(OC)c1OC)-c1ccc(OC)c(=O)cc1C(NC(C)=O)CC2 (stereo unspecified) | 0.0082µM* | . | 0.015µM*
NC(=O)CC(NC(=O)c1ccccc1)c1ccc(NCC2CC2)c([N+](=O)[O-])c1 (stereo unspecified) | 23µM* | -1% | ?
Cc1cc(C)c2c(NC(=S)Nc3ccccc3)n[nH]c2n1 | ? | -5% | ?
CC(O)CNc1nc2ccccc2n1CC(=O)NCC(F)(F)F (stereo unspecified) | 4% | -5% | -23%
COc1ccc2[nH]cc(CCNc3nc(-c4cccc(C#N)c4)nc4ccccc34)c2c1 | ? | -16% | ?
CC(C)C(=O)Nc1cccc(NC(=O)c2cc3ccccc3o2)c1 | ? | -16% | ?
COc1ccc(C2CC2C(C)=O)cc1 (stereo unspecified) | -11% | -1% | -12%
CC(=O)Nc1ccccc1OCC(=O)c1ccc2c(c1)OCO2 | ? | -1% | ?
CNC(=O)c1c(NC(=O)c2cc(-c3cc(C)c(C)cc3O)n[nH]2)sc2c1CCCC2 | ? | -1% | ?
CC(NC(=O)c1noc2c1CCCC2)c1ccccc1 (stereo unspecified) | -13% | -8% | ?
COc1ccc(NC(=O)CN(CC(=O)Nc2ccc(OC)cc2)C(C)(C)CO)cc1 | -14% | -7% | 18%
CCCCN1C(=O)/C(=C/C=C2/CC(C)(C)CN2C)SC1=S | ? | -13% | ?
CC(C)Oc1ccc(C(=O)Nc2ccc(N3CCCCC3)cc2)cc1 | 1% | 0% | -17%
CC(=O)NC(CCS(C)(=O)=O)C(=O)Nc1ccc(Cl)c(Cl)c1 (stereo unspecified) | -1% | -5% | -13%
O=[N+]([O-])c1ccc(O)c(/C=N/Nc2ccc(Cl)nn2)c1 | 1.2µM* | -6% | 1.2µM*
COC(=O)c1ccc(-c2nc(O)c3cnccn23)cc1 | -19% | -3% | 4%
COc1ccccc1NC(=O)C(=O)NCC(c1ccco1)N1CCc2ccccc2C1 (stereo unspecified) | -19% | -10% | ?
Cc1ccc2sc(N(CCCN(C)C)C(=O)c3ccc(Br)s3)nc2c1C | ? | -19% | ?
O=[N+]([O-])c1cccc(S(=O)(=O)Nc2ccc(S(=O)(=O)Nc3nccs3)cc2)c1 | -8% | . | -1%
CCc1ccccc1NC(=O)CC1S/C(=N\c2nccs2)N(CC)C1=O (stereo unspecified) | -29% | 1% | -2%
Cc1ccc(/C=N/n2nnnc2N)cc1[N+](=O)[O-] | -4% | -19% | -11%
CC(=O)Nc1ccc(S(=O)(=O)NCC(=O)N2CCN(S(=O)(=O)c3cccs3)CC2)cc1 | 4% | -3% | 1%
O=C(O)c1cc(S(=O)(=O)N2CCOCC2)ccc1N1CCOCC1 | -14% | -8% | 21%
Clc1ccc(CN2CCN(c3ccccc3)CC2)cn1 | 5% | 9% | 10%
CCCCN(C(=O)NC(=O)Nc1c(C)cc(C)cc1C)S(C)(=O)=O | -9% | -11% | -26%
Cc1cc(-c2nnnn2-c2ccc(F)cc2)no1 | -14% | -10% | -4%
O=c1c2ccccc2nc(/C=C/c2cc(Br)ccc2O)n1CCCO | ? | -7% | 16µM*
COc1ccc(N2CCN(C(=O)c3cc4c(=O)oc5ccc(C)cc5c4s3)CC2)cc1 | -1% | 2% | -13%
Cc1nc2ccc(NC(=O)c3ccc(N4C(=O)CCC4=O)cc3)cc2s1 | 8% | -6% | 7%
CC(=O)Nc1ccc(NC(=O)CN2C(=O)NC3(CCCCCCC3)C2=O)cc1 | -16% | -4% | ?
Cc1nc(N2CCOCC2)c2c3c(sc2n1)CCC3 | -8% | -6% | ?
CCN(CC)C(=O)c1cccnc1 | 6% | -9% | -19%
O=C(CCC1CCCN(C(=O)Cn2cnnn2)C1)NCc1ccc(F)c(F)c1 (stereo unspecified) | 2% | -1% | ?
CCOc1cc(C2C(C(=O)O)c3cc(OCC)c(OCC)cc3C(=O)N2C)ccc1O (stereo unspecified) | -7% | -13% | -18%
CC(C)CC(=O)NC(c1ccccc1)c1c(O)ccc2ccccc12 (stereo unspecified) | ? | -7% | ?
Cc1cccc(C(=O)NN2C(=O)C3C(c4ccccc4)C=CC(c4ccccc4)C3C2=O)c1 (stereo unspecified) | -23% | -15% | -20%
O=C(Nc1nnc(C2CC2)s1)C1CC(=O)N(c2ccc3c(c2)OCCO3)C1 (stereo unspecified) | 1% | -26% | 0%
CC(OC(=O)c1ccccc1CCc1ccccc1)C(N)=O (stereo unspecified) | ? | -28% | ?
O=S1(=O)CCOC[C@H](Cc2ccccc2)N1Cc1ccccc1F | -3% | . | -19%
CC1=CC(C2CC(=O)N(c3ccccc3C)C2=O)CC2C(=O)N(c3ccccc3C)C(=O)C12 (stereo unspecified) | -4% | -3% | -16%
O=S1(=O)CC(N2CC=CC2)CN1Cc1cn(Cc2ccccc2)nn1 (stereo unspecified) | 12% | . | 3%
COc1ccc(S(=O)(=O)N2CCC(C(=O)Nc3ccccc3N3CCCC3)CC2)cc1OC | ? | -10% | -5%
COc1ccc(CNC(=S)NCc2ccc(OC(C)C)cc2)cc1 | -28% | 0% | ?
COc1ccccc1OCCCn1c(C2CC(=O)N(c3ccccc3Cl)C2)nc2ccccc21 (stereo unspecified) | 13µM* | -11% | 6.5µM*
CC(C)(C)c1ccc(CC(=O)N2CCC2(C)C(=O)NS(=O)(=O)c2ccc(C#N)cc2)cc1 (stereo unspecified) | 5% | . | 10%
O=C1NC(=O)C2(CCCC2)N1 | 31%[activator] | . | 3%
CCC(=O)Nc1cccc(-n2nnnc2SCC(=O)c2ccc(C)c(C)c2)c1 | ? | -6% | ?
COc1ccc(/C=C2\SC(=S)N(CCC(=O)Nc3ccc(C(=O)O)cc3)C2=O)cc1 | 11% | ? | -1%
O=C(COc1ccccc1C(=O)NCc1ccccn1)Nc1ccc(Br)cc1 | -23% | -1% | ?
CS(=O)(=O)c1ccccc1-c1nnc(NC(=O)C2=COCCO2)o1 | -7% | -21% | 0%
CCc1ccc(NC(=O)CSc2ccc(-c3cccs3)nn2)cc1 | -19% | -8% | -24%
CCNC(=S)N(CCCN(C)C)Cc1cc2cc3c(cc2[nH]c1=O)OCCO3 | -3% | -9% | 1%
Cc1ccc(-c2cc(C(=O)NCc3ccccc3)c3c(-c4ccc(C)cc4)[nH]nc3n2)cc1 | 12% | 25% | 9%
O=C(CSc1nc2nn(-c3ccccc3)c(=O)c-2c2n1CCCCC2)Nc1ccccc1[N+](=O)[O-] | 21µM* | -9% | ?
CN(C)S(=O)(=O)N1CCC(Oc2cccc(C(=O)NC3CCCCCC3)c2)CC1 | 18µM* | -2% | 15µM*

4 entries out of the list, ordered by SMILES length, ascending:
SMILES | DT40 TDP1 CPT | GCN5L2 inh | DT40 TDP1 no CPT
CC(=O)Nc1ccccc1OCC(=O)c1ccc2c(c1)OCO2 | ? | -1% | ?
CC(=O)Nc1ccc(NC(=O)CN2C(=O)NC3(CCCCCCC3)C2=O)cc1 | -16% | -4% | ?
COc1ccc(/C=C2\SC(=S)N(CCC(=O)Nc3ccc(C(=O)O)cc3)C2=O)cc1 | 11% | ? | -1%
CC(=O)Nc1ccc(S(=O)(=O)NCC(=O)N2CCN(S(=O)(=O)c3cccs3)CC2)cc1 | 4% | -3% | 1%

Next section
SMILES | DT40 TDP1 CPT | GCN5L2 inh | DT40 TDP1 no CPT
CC(C)(CN1CCCN(CC(C)(C)C(=O)O)C1=O)C(=O)O | -10% | . | -6%
CC(=O)Nc1ccc(C(=O)OC2CCCCC2=O)cc1 (stereo unspecified) | 0% | -2% | -15%
CCNC(=O)C1CCCN(C(=O)c2ccc(C#N)cc2)CC1 (stereo unspecified) | -19% | . | -1%
C=C(C)[C@@H]1CC=C(CN2CCN(Cc3ccccc3)CC2)CC1 | ? | 15% | ?
COc1ccc2[nH]c3c(c2c1)CCN1C(=O)C(CC(=O)NCCC2=CCCCC2)C[C@H](C(=O)N2CCCCC2)[C@@]31CCc1ccccc1 (stereo partly specified) | ? | 1% | ?
Cn1cc(Br)c(C(=O)Nc2c(F)c(F)c(F)c(F)c2F)n1 | -6% | 1% | 2%
Cc1cc(C)c(OCC(=O)N/N=C/c2ccco2)c(C)c1 | ? | -1% | 16µM*
COc1ccc(CNC(=O)C2CCN(S(=O)(=O)c3ccc4c(c3)N(C(C)=O)CCO4)CC2)cc1 | 3% | -3% | 8%
Cc1ccc(CNS(=O)(=O)c2cn(C)c(=O)n(C)c2=O)cc1 | 17% | -6% | -1%
Oc1ccccc1C(=S)N1CCCC1 | -15% | -15% | 16%
COc1ccc(CC(=O)N2CCc3cc(OC)c(OC)cc3C2C)c(OC)c1 (stereo unspecified) | ? | 12% | ?
Cc1c(CCC(=O)O)c(=O)oc2cc(OCc3ccc(Br)cc3)ccc12 | -2% | -15% | 17%
COc1ccc(S(=O)(=O)N2CCN(CC(=O)N3CCNC3=O)CC2)cc1OC | -1% | . | -6%
Cc1cccc(CC2CC(=O)N(c3nc4ccccc4s3)C2=O)c1 (stereo unspecified) | -20% | -1% | 3%
O=C(CCC(=O)N(c1cccc(F)c1)C(C(=O)NC1CCCC1)c1ccncc1)Nc1cccnc1 (stereo unspecified) | 1% | 0% | -10%
COC1OC2COC(c3ccccc3)OC2C2OC(c3ccccc3)OC12 (stereo unspecified) | -29% | . | ?
Cn1c(=O)c2c(nc(NCC3CCCO3)n2C)n(C)c1=O (stereo unspecified) | -4% | -8% | 7%
CCOC(=O)C1=NOC2C(=O)N(c3ccc(Cl)cc3Cl)C(=O)C12 (stereo unspecified) | 0% | 1% | -1%
O=C1NC(=Nc2ccccc2Cl)S/C1=C\c1cccc([N+](=O)[O-])c1O | -14% | -4% | ?
Cc1cc(C)c(OCC(=O)Nc2cc(C(=O)O)cc(C(=O)O)c2)cc1C | 6% | -2% | 25%

Filtered by structure, the entries above containing a cyano group.
SMILES | DT40 TDP1 CPT | GCN5L2 inh | DT40 TDP1 no CPT
COc1ccc2[nH]cc(CCNc3nc(-c4cccc(C#N)c4)nc4ccccc34)c2c1 | ? | -16% | ?
CC(C)(C)c1ccc(CC(=O)N2CCC2(C)C(=O)NS(=O)(=O)c2ccc(C#N)cc2)cc1 (stereo unspecified) | 5% | . | 10%
CCNC(=O)C1CCCN(C(=O)c2ccc(C#N)cc2)CC1 (stereo unspecified) | -19% | . | -1%

Single records, as listed above. Order of values: DT40 TDP1 CPT, GCN5L2 inh, DT40 TDP1 no CPT
Shown for COc1ccc(CNC(=O)C2CCN(S(=O)(=O)c3ccc4c(c3)N(C(C)=O)CCO4)CC2)cc1 → 3%, -3%, 8%
Shown for Cc1ccc(CNS(=O)(=O)c2cn(C)c(=O)n(C)c2=O)cc1 → 17%, -6%, -1%

As entered above:
COc1ccc(Cl)cc1NC(=O)CN(C)C(=O)c1ccc(N2CCCCCC2)c([N+](=O)[O-])c1 in DT40 TDP1 no CPT shows 23µM*
CCN(CC)C(=O)c1cccnc1 in DT40 TDP1 CPT shows 6%
Clc1ccc(CN2CCN(c3ccccc3)CC2)cn1 in DT40 TDP1 no CPT shows 10%

More structures:
SMILES | DT40 TDP1 CPT | GCN5L2 inh | DT40 TDP1 no CPT
CCO/C(C)=N/Oc1cccc(N(C)C)c1 | -27% | . | -22%
CC(=O)/C=C/c1ccc2ccccc2n1 | 5.2µM* | -18% | 2.6µM*
O=C(Nc1ccncc1)c1cc(S(=O)(=O)N2CCOCC2)ccc1Cl | -11% | -1% | -24%
CCOC(=O)c1ccsc1NC(=O)c1ccco1 | 2% | -3% | -10%
CCOc1ccc2oc(C(=O)N3CC(C)OC(C)C3)c(C)c2c1 (stereo unspecified) | ? | -9% | -30%
Cc1cc(=O)n(C)c(=O)n1CCCCCCN1CCCC1 | -23% | -4% | -11%
CN(C(=O)c1cccc(NC(=O)Cc2ccc(NC(=O)C3CCCN(C(=O)CCc4ccccc4)C3)cc2)c1)C1CCCCC1 (stereo unspecified) | ? | . | 16µM*
O=C(CCN1C(=O)C2(OCCO2)c2ccccc21)c1ccccc1 | -18% | -3% | ?
CC(C)COc1ccc(C(=O)N/N=C/c2ccoc2)cc1 | 15% | -4% | 1%
Cc1ccccc1-c1nnc(SCC(=O)Nc2c(C)n(C)n(-c3ccccc3)c2=O)o1 | -3% | . | 14%
